DT40 TDP1 no CPT: qHTS for Inhibitors of human tyrosyl-DNA phosphodiesterase 1 (TDP1): qHTS in cells in absence of CPT | 420,000 compounds, 15% hits | AID 686978, 2013 | DT40 Tdp1-/- hTDP1 cells, no CPT, ATP luminescence, 48 h | Potency, µM (titrated, usually from 46.2 µM), without a hit: top-dose activity change, negative = growth inhibition, usual class: inhibitors; note: nearly all actives have a fitted effect of over 55% in size
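Chicken DT40 Tdp1-/- cells stably complemented with human TDP1 were seeded at 400 cells/well with DMSO in place of 20 nM camptothecin. After compound pinning, cells grew at least 48 hr at 37 °C; viability read by CellTiter-Glo luminescence.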
GCN5L2 inh: qHTS Assay for Inhibitors of GCN5L2; GCN5L2 HAT assay, ThioGlo1 CoA-SH fluorescence; Potency, µM (highest dose often 58.9 µM), for the others: top-dose activity change, negative = inhibition, actives largely listed as inhibitors; 390,000 compounds, 0.21% hits; AID 504327, 2011
Target sequence (Q92830 whole entry, looked up): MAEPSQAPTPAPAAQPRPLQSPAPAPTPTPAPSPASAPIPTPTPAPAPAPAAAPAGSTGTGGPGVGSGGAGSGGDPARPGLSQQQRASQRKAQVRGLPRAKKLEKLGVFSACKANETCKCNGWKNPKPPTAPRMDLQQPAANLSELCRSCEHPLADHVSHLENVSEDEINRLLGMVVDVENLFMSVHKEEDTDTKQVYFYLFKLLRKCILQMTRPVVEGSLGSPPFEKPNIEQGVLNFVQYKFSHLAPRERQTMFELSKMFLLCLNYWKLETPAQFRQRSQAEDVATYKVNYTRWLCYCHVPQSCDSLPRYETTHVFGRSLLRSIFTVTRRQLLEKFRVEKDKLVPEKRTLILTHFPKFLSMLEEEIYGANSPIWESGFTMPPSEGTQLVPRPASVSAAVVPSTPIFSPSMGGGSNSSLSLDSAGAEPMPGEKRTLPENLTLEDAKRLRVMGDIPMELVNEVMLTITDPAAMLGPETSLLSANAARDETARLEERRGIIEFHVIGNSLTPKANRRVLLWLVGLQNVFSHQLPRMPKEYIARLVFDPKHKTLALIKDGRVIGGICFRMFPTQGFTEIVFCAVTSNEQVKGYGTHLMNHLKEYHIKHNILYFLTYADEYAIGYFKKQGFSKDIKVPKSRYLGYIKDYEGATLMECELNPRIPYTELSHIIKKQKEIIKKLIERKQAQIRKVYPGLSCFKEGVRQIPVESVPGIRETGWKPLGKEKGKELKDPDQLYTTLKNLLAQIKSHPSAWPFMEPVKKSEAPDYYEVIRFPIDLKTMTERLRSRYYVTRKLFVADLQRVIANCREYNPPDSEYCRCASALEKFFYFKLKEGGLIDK
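Fluorescence readout, Ex340nm/Em540nm: ThioGlo1 (50uM final) reacts with free CoA thiol released as 20nM GCN5L2 acetylates H3(1-25) peptide (75uM) using acetyl-CoA (70uM). Compound and enzyme sat 15 min beforehand; 20 min room-temperature reaction.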
TDP1 cell CPT: qHTS for Inhibitors of human tyrosyl-DNA phosphodiesterase 1 (TDP1): qHTS in cells in presence of CPT | Potency, µM (top dose mostly 46.2 µM), for inactives: top-dose activity change, negative = growth inhibition, usual class: inhibitors | chicken DT40 Tdp1-/-;hTDP1 cells + 20 nM CPT, ATP luminescence, 48 h | 420,000 compounds, 12% hits; note: nearly all actives have a fitted effect of over 55% in size
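Chicken DT40 Tdp1-/- cells complemented with human TDP1, 400 cells/well, exposed to compounds plus 20 nM camptothecin for at least 48 h at 37 C; viability read as ATP content by CellTiter-Glo luminescence.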
* hit, by the source's call; ? = inconclusive; · = not tested or not shown; & = joins results of further samples; [ ] = dose if it differs, or a comment. Calls come from the whole dose curve; as a rule, active = well fitted curve in the direction sought with a large enough effect; inconclusive = small, poorly fitted or top-dose-only effect, or another doubt; inactive = no such curve, though single readings can be large; an effect the other way counts as inactive or inconclusive. % is set by controls: 0 for no effect and ±100 for the full control effect; potency is the fitted concentration of half-maximal effect. Only part of the results is shown; the hit share may differ from the screen's.

SMILES	DT40 TDP1 no CPT	GCN5L2 inh	TDP1 cell CPT
CNC(=S)N1CCN(c2nc(-c3cccc(OC)c3)cs2)CC1	?	-2%	?
CCc1sc(C(=O)N2CCCN(C)CC2)cc1Br	-6%	?	-22%
O=c1cc(N2CCN(c3ccccc3F)CC2)[nH]c(=O)n1-c1ccc(Br)cc1	-24%	-2%	-18%
C=CCNC(=O)c1ccccc1NC(=O)C1CCN(S(=O)(=O)c2ccc(SC)cc2)CC1	?	-26%	-15%
CC(=O)N(C)c1ccc(N=C2C(=O)Nc3ccccc32)cc1	7%	-24%	-20%
CCOC(=O)c1nc(C)nc(Sc2n[nH]c(-c3cc(C(F)(F)F)cc(C(F)(F)F)c3)n2)c1C	?	-15%	?
CCSc1nnc(N2C(=O)c3ccc(C(=O)c4ccc(C(=O)O)cc4)cc3C2=O)s1	17%	-6%	6%
CCOC(=O)CNC(=O)Nc1cc(C(=O)NCc2ccccc2OC)ccc1N1CCCC1	-25%	-14%	-10%
COc1ccc(N(C(=O)C(C)C)S(=O)(=O)c2ccc(Cl)cc2)cc1	-25%	-5%	-12%
O=C(NN1C(=O)C2C3c4ccccc4C(c4ccccc43)C2C1=O)c1ccccc1 (centres undefined)	-29%	30%[activator]	-21%
O=C(c1ccco1)N1CCCC(c2nc3c(nnn3Cc3c(Cl)cccc3Cl)c(=O)[nH]2)C1 (centres undefined)	?	-3%	?
CC(=O)Nc1ccc(NC(=O)COC(=O)C2c3ccccc3Oc3ccccc32)cc1	-19%	-25%	2%
Cc1ccc(CNC(=O)C2CCCN(C(=O)Nc3ccc(F)cc3)C2)cc1 (centres undefined)	-21%	-8%	-24%
O=C(CN(c1ccc2c(c1)OCCO2)S(=O)(=O)c1ccccc1)Nc1ccc2c(c1)OCO2	?	-9%	?
Cc1c(C(c2cccc(Br)c2)c2c(C)n(C)n(-c3ccccc3)c2=O)c(=O)n(-c2ccccc2)n1C	-11%	1%	-13%
Cc1ccc(Cl)cc1N1CCN(c2nc3ccccc3c3nc(-c4cccnc4)nn23)CC1	-9%	0%	-14%
O=C(NNC(=O)c1ccc([N+](=O)[O-])cc1Cl)c1ccncc1	-10%	0%	-6%
CC(C)C[C@H](NC(=O)c1nc[nH]c1C(=O)N[C@@H](CCCCNC(=O)OC(C)(C)C)C(=O)OC(C)(C)C)C(=O)OCc1ccccc1	?	-16%	?
COc1cc(SC)ccc1C(=O)OCC(=O)NCCNC(=O)COC(=O)c1ccc(SC)cc1OC	?	-32%	?
COC(=O)c1cccc([N+](=O)[O-])c1CN1CCCC(C(N)=O)C1 (centres undefined)	-18%	-5%	-4%
CC1CC(C)CN(c2nc3c(c(=O)n(C)c(=O)n3C)n2C)C1 (centres undefined)	-20%	-10%	-22%
COC(=O)c1ccc(Nc2ncnc3c2cnn3-c2ccccc2)cc1	-7%	-1%	-2%
CCCCC(C(=O)NC(C)(C)C)N(Cc1ccccc1)C(=O)c1snc(C(N)=O)c1N (centres undefined)	?	-34%	?
O=S(=O)(c1ccccc1)N1CCN(Cc2cccc(Cl)c2)CC1	?	-3%	-25%
COc1ccc(CNC[C@H]2O[C@@H](n3ccc(=O)[nH]c3=O)[C@H](O)[C@@H]2O)cc1OC	-62%	·	-14%

The list goes on:
SMILES	DT40 TDP1 no CPT	GCN5L2 inh	TDP1 cell CPT
Cc1ccc(C(=O)N2CC=C(c3ccccc3)CC2)o1	?	-9%	?
CC(C)C1Cc2ccccc2-c2[nH]c(=S)[nH]c(=O)c21 (centres undefined)	6%	·	0%
CNC(=S)N(CCc1c(C)[nH]c2ccc(C)cc12)Cc1cccs1	?	-13%	?
O=C1CC(C(=O)Nc2cc(Cl)ccc2Cl)n2ncnc2N1 (centres undefined)	3%	0%	1%
Cc1c(OC(C)C(=O)NCCCN2CCOCC2)ccc2c1oc(=O)c1ccccc12 (centres undefined)	-28%	-7%	?
CCCn1c(=O)c2sccc2n2c(CCCC(=O)Nc3cccc(CC)c3)nnc12	?	-2%	23µM*
CCn1cc([N+](=O)[O-])c(C(=O)N2CCN(C(=O)c3ccco3)CC2)n1	-4%	1%	12%
COc1ccc(NS(=O)(=O)c2ccc3oc(SCC(N)=O)nc3c2)cc1	?	-4%	?
O=C(CSc1nnc(-c2ccccn2)n1Cc1ccccc1)Nc1ccc2c(c1)OCO2	-12%	-10%	-26%
O=C(Nc1ccccc1C(=O)N1CCN(c2ccccc2)CC1)c1ccco1	-3%	-12%	0%
Cc1ccc(C(OCC(O)CN2CCCCC2)c2ccccc2)cc1 (centres undefined)	23µM*	-18%	1%
O=C(NCCN1CCOCC1)c1cccc(S(=O)(=O)NCc2ccccc2)c1	0%	-6%	6%
O=C(Cc1c[nH]c2ccccc12)NC1(C(=O)NC2CCCC2)CCCCC1	-11%	1%	1%
COC(=O)N(NC(=O)C(O)(c1ccccc1)c1ccccc1)c1ccc(C)cc1	?	-2%	?
Cc1ccc(C)c(NC(=O)Cn2c(=O)oc3cc(S(=O)(=O)NCc4ccccc4)ccc32)c1	8.2µM*	-9%	13µM*
CCN(CC)CCn1c(-c2ccccc2)csc1=Nc1ccccc1	16µM*	-1%	?
NC1=C(c2ccccc2)C(=O)NC1=O	3%	-8%	-16%
NC(=S)N/N=C/c1coc2c(ccc3ccccc32)c1=O	-1%	18%	-15%
O=C(Nc1ccon1)c1sc2cc(F)ccc2c1Cl	9%	-2%	1%
CC(C)CC(C(=O)NCCc1ccccc1)N1Cc2ccccc2C1=O (centres undefined)	21µM*	-14%	?
COc1cccc(-c2nc(CS(=O)(=O)CC(=O)NC3CCCC3)c(C)o2)c1	20%	-5%	-1%
CC(C)CC(OC(=O)c1nsc(Cl)c1Cl)C(=O)NCC1CCCO1 (centres undefined)	8%	-4%	-5%
O=C(NCc1cccs1)C1C(=O)Nc2ccccc2C(=O)N1Cc1ccccc1 (centres undefined)	20%	·	15%
CC1(NC(=O)Nc2cccc(Br)c2)CCS(=O)(=O)C1 (centres undefined)	-1%	4%	-9%
CCOC(=O)c1sc(NC(=O)c2ccco2)nc1-c1ccccc1	?	-7%	?

Filtered by structure: those above with a Cl atom.
SMILES	DT40 TDP1 no CPT	GCN5L2 inh	TDP1 cell CPT
COc1ccc(N(C(=O)C(C)C)S(=O)(=O)c2ccc(Cl)cc2)cc1	-25%	-5%	-12%
O=C(c1ccco1)N1CCCC(c2nc3c(nnn3Cc3c(Cl)cccc3Cl)c(=O)[nH]2)C1 (centres undefined)	?	-3%	?
Cc1ccc(Cl)cc1N1CCN(c2nc3ccccc3c3nc(-c4cccnc4)nn23)CC1	-9%	0%	-14%
O=C(NNC(=O)c1ccc([N+](=O)[O-])cc1Cl)c1ccncc1	-10%	0%	-6%
O=S(=O)(c1ccccc1)N1CCN(Cc2cccc(Cl)c2)CC1	?	-3%	-25%
O=C1CC(C(=O)Nc2cc(Cl)ccc2Cl)n2ncnc2N1 (centres undefined)	3%	0%	1%
O=C(Nc1ccon1)c1sc2cc(F)ccc2c1Cl	9%	-2%	1%
CC(C)CC(OC(=O)c1nsc(Cl)c1Cl)C(=O)NCC1CCCO1 (centres undefined)	8%	-4%	-5%

Back to the main list, repeating the 3 entries before the break.
SMILES	DT40 TDP1 no CPT	GCN5L2 inh	TDP1 cell CPT
O=C(NCc1cccs1)C1C(=O)Nc2ccccc2C(=O)N1Cc1ccccc1 (centres undefined)	20%	·	15%
CC1(NC(=O)Nc2cccc(Br)c2)CCS(=O)(=O)C1 (centres undefined)	-1%	4%	-9%
CCOC(=O)c1sc(NC(=O)c2ccco2)nc1-c1ccccc1	?	-7%	?
CSCCC(NC(=O)COc1ccccc1)C(=O)OCc1ccc(Cl)cc1 (centres undefined)	-13%	·	-7%
C/C=N/NC(=O)c1cc(Br)ccc1O	-17%	-4%	-5%
CCOC(=O)N1CCC(NC(=O)c2cc(S(=O)(=O)N3CCC4(CC3)OCCO4)ccc2F)CC1	?	-5%	-26%
O=C(CCNC(=O)c1ccccc1)NNC(=O)c1ccc(F)cc1	-1%	3%	-3%
CCn1c(SCc2ccccc2F)nc(=O)c2c(C(=O)OC)cc(C3CC3)nc21	?	-18%	16µM*
CC(=O)Nc1cc(-c2ccc(C(=O)N3CCOCC3)cc2)cn2c(-c3ccccc3)cnc12	?	·	?
CCOc1ccc(C(=O)Nc2cccc(C(=O)O)c2)cc1Cl	?	-1%	-12%
O=C1[C@@H]2[C@H]3CC[C@H](C3)[C@@H]2C(=O)N1O	21%	-1%	-2%
COc1ccc(-n2ncc(C(=O)NCc3ccc4c(c3)OCO4)c2C2CCN(C(=O)OC(C)(C)C)CC2)cc1	?	3%	16µM*
CCOC(=O)c1oc2cc(O)c(CC)cc2c(=O)c1-c1ccc2c(c1)OCCO2	-23%	-23%	-12%
Cc1ccccc1NC(=S)N1CCN(c2ccccc2Cl)CC1	12µM*	4%	15µM*
CC(=O)Nc1ccc(C(=O)CN2C(=O)NC3(CCCCCC3)C2=O)c(F)c1	-10%	-8%	-13%
COCCNC(=O)CCn1nc(-c2ccc(Cl)cc2)c2ccccc2c1=O	16%&-23%	2%&-1%	-11%&-10%
O=C(c1ccccc1F)N1CCN(Cc2cccc(Cl)c2)CC1	-23%	4%	?
CCOC(=O)C1CCCCN1Cc1cccc(OCc2ccccc2)c1 (centres undefined)	?	-12%	?
COC(=O)c1sccc1NC(=O)Nc1cc(C)cc(C)c1	-4%	-8%	?
C/C(=N\NC(=O)c1cccc(S(=O)(=O)N2CCCC2)c1)c1ccccc1F	-13%	-1%	1%
CCNC(=O)c1cc2c(c(-c3cccc(-c4ccccc4F)c3)n1)[C@@H](CCO)N(C(=O)CC)C2	?	·	?
Cc1cc(C(=O)CSc2ncn[nH]2)c(C)n1-c1cccc(S(=O)(=O)N2CCOCC2)c1	18µM*	-1%	?
O=C(Nc1cccnc1)Nc1cccc([N+](=O)[O-])c1	?	-7%	?
CC(C)CNC(=O)COc1cccc(C(=O)NCc2ccccc2)c1	5%	-3%	15%
CC(C)CNC(=O)c1ccccc1NC(=O)c1ccc(CN2CCOCC2)cc1	-8%	3%	-27%
COCCn1c(-c2ccccc2)nc2oc3cc(OC)ccc3c(=O)c2c1=O	-13%	-3%	-11%
CC(=O)Nc1cccc(C)c1	3%	-3%	-9%
CCOc1cc(C2C(C(=O)OC)=C(C)N=C3SCCC(=O)N32)ccc1OC(C)=O (centres undefined)	4%	-7%	-6%

Going on with the list:
SMILES	DT40 TDP1 no CPT	GCN5L2 inh	TDP1 cell CPT
CCS(=O)(=O)c1ccc(N)cc1	19%	-5%	1%
C[n+]1cccc(C(=O)Nc2ccccc2)c1	20%	4%	-3%
C/C(=N\NC(=O)Cc1ccc(O)cc1)c1cccnc1	20%	-3%	-25%
CCCCN(CCCNC(=O)Cn1nc(CC)n2c(cc3sc(C)cc32)c1=O)Cc1ccccc1	?	0%	?
COc1ccc(-n2c(COc3ccc(C)cc3)nnc2SCC(=O)O)cc1	-2%	-18%	-3%
Cc1cccc(C)c1NC(=O)C(c1ccccc1F)n1c(=O)c(-c2ccccc2)nc2ccccc21 (centres undefined)	21µM*	·	?
COc1ccc(-n2nc(C(=O)Nc3cc(OC)c(OC)c(OC)c3)c3ccccc3c2=O)c(OC)c1	?	-5%	?
CCOC(=O)N1CCN(C(=O)COc2ccc(Br)cc2Cl)CC1	?	-7%	?
CCOC(=O)C(NC(=O)c1ccccc1)(OCc1ccccc1)C(F)(F)F (centres undefined)	?	-5%	-16%
CCC(C)(C)NC(=O)C(NS(=O)(=O)c1cccs1)c1ccccc1 (centres undefined)	3%&-17%	-1%&4%	-15%&-5%
COc1ccc(CNC(=O)CSc2nnnn2C)cc1OC	0%	-1%	2%
CCCCn1c(N)c(N(CC)C(=O)c2ccc(N(C)S(=O)(=O)c3ccc(C)cc3)cc2)c(=O)[nH]c1=O	0%	-1%	3%
CCc1nc2ccc(C)cc2c(C(=O)NC2CCCCC2C)c1C (centres undefined)	-1%	-8%	-13%
C=CCc1c(C)nn(CC(=O)O)c1-c1ccccc1	2%	-1%	-19%
O=C(NC1CCCCC1)C1CCC(=O)N(Cc2cccc(C(F)(F)F)c2)C1 (centres undefined)	-29%	-2%	-8%
CCc1nnc(NC(=O)CCN2C(=O)CCC2=O)s1	-10%	-4%	0%
O=C(CCN1CCCCC1)c1ccc2c(c1)OCO2	10µM*	-4%	7.3µM*
C(=C\c1nccc2c1[nH]c1ccccc12)/c1ccccc1	15µM*	-10%	?
CC(C)CNC(=S)N(CCO)Cc1cc2cc3c(cc2[nH]c1=O)OCO3	0%	0%	9%
COc1ccc(CN2C[C@@H](CO)O[C@@H](n3cnc4c(NCc5ccc(F)cc5)ncnc43)C2)cc1	?	·	?
CC1(C(=O)Nc2ccc3ccccc3c2)CCC(=O)N1C1CC1 (centres undefined)	16%	·	2%

Screening data as filed in PubChem.
